Screening data: PubChem BioAssay, several laboratories
AHR act: AHR activators, primary screen, cell-based, luminescence, luciferase reporter, human | Aryl hydrocarbon receptor (Homo sapiens), P35869 | actives 2.5% (n = 320,000) | activation, % at 5 µM | AID 2796, 2010 | AHR-responsive luciferase reporter cells; in the data active = activation above about 47%;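 also: 0% = vehicle wells and 100% = reference agonist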
Target sequence (P35869 whole entry, looked up): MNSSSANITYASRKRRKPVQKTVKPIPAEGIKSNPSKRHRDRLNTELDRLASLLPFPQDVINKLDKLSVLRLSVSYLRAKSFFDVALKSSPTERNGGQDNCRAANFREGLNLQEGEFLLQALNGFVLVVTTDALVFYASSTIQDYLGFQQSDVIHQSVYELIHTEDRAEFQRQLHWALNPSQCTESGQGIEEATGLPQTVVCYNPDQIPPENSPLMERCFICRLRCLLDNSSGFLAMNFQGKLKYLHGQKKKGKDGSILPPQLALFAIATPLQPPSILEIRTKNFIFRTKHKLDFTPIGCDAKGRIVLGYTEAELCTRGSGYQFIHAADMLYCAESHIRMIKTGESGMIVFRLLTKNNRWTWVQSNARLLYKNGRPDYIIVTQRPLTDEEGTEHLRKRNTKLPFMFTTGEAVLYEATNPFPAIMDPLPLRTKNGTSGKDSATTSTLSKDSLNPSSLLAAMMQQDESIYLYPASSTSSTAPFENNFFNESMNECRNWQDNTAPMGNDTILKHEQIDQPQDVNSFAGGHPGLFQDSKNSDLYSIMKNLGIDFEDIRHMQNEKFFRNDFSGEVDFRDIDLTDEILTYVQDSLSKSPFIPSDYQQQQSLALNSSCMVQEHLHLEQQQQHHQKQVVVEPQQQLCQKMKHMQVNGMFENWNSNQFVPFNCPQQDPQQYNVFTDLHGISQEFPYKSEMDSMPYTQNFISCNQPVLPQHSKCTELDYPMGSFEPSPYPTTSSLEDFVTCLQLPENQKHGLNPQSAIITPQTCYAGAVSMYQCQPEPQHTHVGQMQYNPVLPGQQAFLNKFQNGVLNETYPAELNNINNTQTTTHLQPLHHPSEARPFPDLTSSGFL
MEP2-GFP yeast: modulators of MEP2-GFP levels in yeast, primary screen, S. cerevisiae, multiplex flow cytometry, MLPCN library. S. cerevisiae MEP2-GFP strain, 3 h; 100% = DMSO control level. GFP response vs DMSO, % at 10 µM. actives 0.51% (n = 330,000). AID 2016, 2009;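 active = GFP response versus DMSO above a set limit, roughly screen mean plus 3 SD, cut at about 180% in these data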;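 also: median GFP fluorescence of the barcode-gated MEP2-GFP cells per well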
LAP4 TOR yeast: modulators of LAP4-GFP expression in yeast, primary screen, S. cerevisiae, multiplex flow cytometry, MLPCN library. 3 h; median GFP as percent of DMSO wells. GFP response vs DMSO, % at 10 µM. actives 0.34% (n = 320,000). AID 2023, 2009;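 active = GFP response vs DMSO above a set limit, about the screen mean plus 3 SD, cut at about 150% in these data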
procasp7 counter: procaspase-7 activators, primary screen, counter-screen for procaspase-3 activator project, biochemical, absorbance, HTS, human; activation, % at 8.5 µM; actives 0.093% (n = 330,000); recombinant procaspase-7, Ac-DEVD-pNA absorbance 405 nm; D23A/D198A/D206A triple mutant, cannot self-cleave; scale: DMSO 0, 5 µM enzyme 100; Caspase-7 (Homo sapiens), P55210;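 active = percent activation above the screen-wide mean plus 3 SD, cut at about 25% in these data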
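Detection: p-Nitroaniline absorbance at 405 nm, read at 0 and 120 min; system: Uncleavable procaspase-7 mutant enzyme; evaluation: % activation from two-timepoint absorbance difference, scaled to controls; times: 1 h enzyme–compound preincubation and 2 h substrate reaction, both 25 °C; buffer or medium: Zinc-free HEPES pH 7.4 with 300 mM NaCl, 0.01% Triton X-100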
AGP1 TOR yeast: modulators of AGP1-GFP expression in yeast TOR pathway, primary screen, cell-based, multiplex flow cytometry, S. cerevisiae, MLPCN library. 3 h; GFP as percent of DMSO wells. GFP response vs DMSO, % at 10 µM. actives 0.02% (n = 320,000). AID 2066, 2009;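 active = GFP response relative to DMSO above a set limit, near screen average plus 3 SD, cut at about 150% in these data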;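 also: median GFP channel fluorescence of the gated AGP1 strain per well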
RPL19A-GFP yeast: RPL19A-GFP expression modulators in yeast, primary screen, cell-based, S. cerevisiae, multiplex flow cytometry, MLPCN. actives 0.3% (n = 330,000). percent response vs DMSO, % at 10 µM. S. cerevisiae RPL19A-GFP strain, 3 h; stronger effect = lower value;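 active = percent response vs DMSO below 50%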;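 also: median channel GFP fluorescence of the barcoded RPL19A-GFP strain; ratio of sample median GFP to plate DMSO average so 100% = DMSO; lower means less RPL19A-GFP as with rapamycin TOR inhibition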
procasp3 activ: activators of human procaspase-3 D3A mutant, primary screen, biochemical, absorbance, PC-3 D3A mutant, single concentration; Caspase-3 (Homo sapiens), P42574; actives 0.11% (n = 330,000); activation, % at 8.5 µM; recombinant procaspase-3 D3A, Ac-DEVD-pNA absorbance 405 nm; AID 463141, 2010;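 active = activation above the mean of all tested compounds plus 3 SD, cut at about 21% in these data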;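 also: 0% = DMSO alone and 100% = DMSO wells spiked with extra 5 µM PC-3 D3A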
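Test system: Procaspase-3 D3A mutant; medium: Zinc-free HEPES/NaCl buffer with 0.01% Triton X-100 at pH 7.4; reagent: DEVD-pNA substrate; doses: one concentration, 8.5 µM nominal, 0.8% DMSO; times: 1 h preincubation plus 2 h reaction at 25 °C; signal: Epi-absorbance at 405 nm of released p-nitroaniline, 0 and 120 min; replicates: singlicate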
CIT2-GFP yeast: modulators of CIT2-GFP expression in yeast, primary screen, S. cerevisiae, GFP fusion, multiplex flow cytometry, MLPCN library; actives 0.065% (n = 320,000); GFP response vs DMSO, % at 10 µM; S. cerevisiae CIT2-GFP strain, 3 h; 100 means same as DMSO wells; AID 2029, 2009;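 active = GFP response relative to DMSO above a set limit, near the screen mean plus 3 SD, cut at about 150% in these data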;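 also: ratio of well median GFP fluorescence to mean of DMSO wells on the plate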
* marks the source's active call; other numbers are inactive results.

How did C=CCn1c(SC(C)C(N)=O)nc2sc(CC)cc2c1=O (configuration not stated) do in these assays?
AHR act: 0; MEP2-GFP yeast: 109; LAP4 TOR yeast: 102; procasp7 counter: -4; AGP1 TOR yeast: 103; RPL19A-GFP yeast: 101; procasp3 activ: -2; CIT2-GFP yeast: 102

What do the screens show for `CCCCNC(=O)CNC(=S)N(Cc1cc(OC)c(OC)c(OC)c1)C1CCCC1`?
AHR act: 1; MEP2-GFP yeast: 106; LAP4 TOR yeast: 96; procasp7 counter: 3; AGP1 TOR yeast: 96; RPL19A-GFP yeast: 102; procasp3 activ: -9; CIT2-GFP yeast: 96

What do the screens show for `O=C(NCc1ccc(Cl)cc1)NCC(F)(F)F`?
AHR act: -1; MEP2-GFP yeast: 102; LAP4 TOR yeast: 89; procasp7 counter: 0; AGP1 TOR yeast: 98; RPL19A-GFP yeast: 105; procasp3 activ: -3; CIT2-GFP yeast: 101

What do the screens show for `C[C@H](NC(=O)N1CCn2c1nc1ccccc12)C(=O)NCCc1ccccc1`?
AHR act: 8; MEP2-GFP yeast: 98; LAP4 TOR yeast: 87; procasp7 counter: -2; AGP1 TOR yeast: 96; RPL19A-GFP yeast: 94; procasp3 activ: 4; CIT2-GFP yeast: 102

Results for CCOC(=O)c1sc(NC(=O)Nc2ccc(Cl)cc2)nc1C ?
AHR act: 9; MEP2-GFP yeast: 101; LAP4 TOR yeast: 104; procasp7 counter: 7; AGP1 TOR yeast: 102; RPL19A-GFP yeast: 102; procasp3 activ: 1; CIT2-GFP yeast: 102

Results for COc1ccccc1N(CC(=O)NCc1ccccn1)S(C)(=O)=O ?
AHR act: 0; MEP2-GFP yeast: 87; LAP4 TOR yeast: 85; procasp7 counter: -1; AGP1 TOR yeast: 90; RPL19A-GFP yeast: 93; procasp3 activ: 0

Results for CC(CC(=O)Nc1ccc(Br)cc1F)S(=O)(=O)c1ccc2c(c1)NC(=O)CO2 (configuration not stated) ?
AHR act: -3; MEP2-GFP yeast: 106; LAP4 TOR yeast: 98; procasp7 counter: 6; AGP1 TOR yeast: 100; RPL19A-GFP yeast: 99; procasp3 activ: 3; CIT2-GFP yeast: 101

What do the screens show for `CCN(CC)c1ccc2cc(C(=O)NCc3ccc(F)cc3)c(=N)oc2c1`?
AHR act: 5; MEP2-GFP yeast: 102; LAP4 TOR yeast: 98; procasp7 counter: 5; AGP1 TOR yeast: 103; RPL19A-GFP yeast: 99; procasp3 activ: 0; CIT2-GFP yeast: 104

What do the screens show for `COC(=O)CCc1sc(Nc2ccc(Br)cc2)nc1-c1ccc(OC)cc1`?
AHR act: 9; MEP2-GFP yeast: 98; LAP4 TOR yeast: 97; procasp7 counter: -10; AGP1 TOR yeast: 94; RPL19A-GFP yeast: 99; procasp3 activ: 4; CIT2-GFP yeast: 93

What do the screens show for `O=C(Cc1ccccc1)N1CCCC1c1ccccc1` (configuration not stated)?
AHR act: 11; MEP2-GFP yeast: 101; LAP4 TOR yeast: 87; procasp7 counter: -3; AGP1 TOR yeast: 99; RPL19A-GFP yeast: 100; procasp3 activ: -6; CIT2-GFP yeast: 104

Results for CCCCn1c(N)c(N(CCOC)C(=O)COC(=O)CSc2cc(C)c3ccccc3n2)c(=O)[nH]c1=O ?
AHR act: 0; MEP2-GFP yeast: 99; LAP4 TOR yeast: 108; procasp7 counter: 5; AGP1 TOR yeast: 107; RPL19A-GFP yeast: 102; procasp3 activ: 6; CIT2-GFP yeast: 105

How did Cc1ccc(-c2nc(CS(=O)(=O)CC(=O)NCCN3CCCC3)c(C)o2)cc1 do in these assays?
AHR act: 3; MEP2-GFP yeast: 93; LAP4 TOR yeast: 104; procasp7 counter: 1; AGP1 TOR yeast: 97; RPL19A-GFP yeast: 95; procasp3 activ: 2; CIT2-GFP yeast: 93

How did OC(c1nc2ccccc2[nH]1)C(O)c1nc2ccccc2[nH]1 (configuration not stated) do in these assays?
AHR act: 7; MEP2-GFP yeast: 115; LAP4 TOR yeast: 90; procasp7 counter: 4; AGP1 TOR yeast: 106; RPL19A-GFP yeast: 106; procasp3 activ: -3; CIT2-GFP yeast: 109

How did CC(C)NC(=O)CC(=O)N/N=C/c1cccs1 do in these assays?
AHR act: 1; MEP2-GFP yeast: 99; LAP4 TOR yeast: 102; procasp7 counter: 7; AGP1 TOR yeast: 106; RPL19A-GFP yeast: 103; procasp3 activ: -3; CIT2-GFP yeast: 101

What do the screens show for `COCCn1c(SCC(=O)Nc2ccc(N3CCOCC3)cc2)nc2ccccc21`?
AHR act: 16; MEP2-GFP yeast: 104; LAP4 TOR yeast: 92; procasp7 counter: 0; AGP1 TOR yeast: 99; RPL19A-GFP yeast: 101; procasp3 activ: -5; CIT2-GFP yeast: 104

What do the screens show for `N#Cc1c(C(F)(F)F)cc(-c2ccco2)nc1SCc1ccncc1`?
AHR act: 24; MEP2-GFP yeast: 103; LAP4 TOR yeast: 108; procasp7 counter: -10; AGP1 TOR yeast: 92; RPL19A-GFP yeast: 101; procasp3 activ: -16; CIT2-GFP yeast: 101

What do the screens show for `O=C(Cc1ccccc1F)Nc1ccc2c(c1)CCC2`?
AHR act: 13; MEP2-GFP yeast: 102; LAP4 TOR yeast: 98; procasp7 counter: 5; AGP1 TOR yeast: 93; RPL19A-GFP yeast: 107; procasp3 activ: 6; CIT2-GFP yeast: 96

What do the screens show for `CCCCN(C(=O)c1cccc(-c2ccc(OC(C)=O)cc2)c1)c1c(N)n(CCC)c(=O)[nH]c1=O`?
AHR act: 2; MEP2-GFP yeast: 98; LAP4 TOR yeast: 111; procasp7 counter: 4; AGP1 TOR yeast: 108; RPL19A-GFP yeast: 99; procasp3 activ: 9; CIT2-GFP yeast: 110

Results for COc1ccccc1-c1nnc(NC(=O)c2ccc(S(=O)(=O)N3CCOCC3)cc2)o1 ?
AHR act: 14; MEP2-GFP yeast: 88; LAP4 TOR yeast: 88; procasp7 counter: 12; AGP1 TOR yeast: 96; RPL19A-GFP yeast: 100; procasp3 activ: 1; CIT2-GFP yeast: 99

What do the screens show for `O=C(C1CC(=O)N(C2CCCCC2)C1)N1CCN(c2ccccc2)CC1` (configuration not stated)?
AHR act: 1; MEP2-GFP yeast: 98; LAP4 TOR yeast: 81; procasp7 counter: 7; AGP1 TOR yeast: 96; RPL19A-GFP yeast: 102; procasp3 activ: 0

What do the screens show for `COc1cccc(CN2CCNC(=O)C2CC(=O)NC2Cc3ccccc3C2)c1` (configuration not stated)?
AHR act: 4; MEP2-GFP yeast: 106; LAP4 TOR yeast: 93; procasp7 counter: -5; AGP1 TOR yeast: 98; RPL19A-GFP yeast: 108; procasp3 activ: 5; CIT2-GFP yeast: 107

Results for S=C(NCc1ccccc1)NCc1ccccc1Cl ?
MEP2-GFP yeast: 99; LAP4 TOR yeast: 74; AGP1 TOR yeast: 90; RPL19A-GFP yeast: 103; CIT2-GFP yeast: 90

How did Cc1ccc(S(=O)(=O)/C=C2\NC(=O)CS2)cc1 do in these assays?
AHR act: 1; MEP2-GFP yeast: 110; LAP4 TOR yeast: 115; procasp7 counter: -16; AGP1 TOR yeast: 107; RPL19A-GFP yeast: 105; procasp3 activ: -27; CIT2-GFP yeast: 106

How did Cc1ccccc1NC(=S)N(CCN(C)C)C(C)c1ccco1 (configuration not stated) do in these assays?
AHR act: 1; MEP2-GFP yeast: 98; LAP4 TOR yeast: 94; procasp7 counter: -4; AGP1 TOR yeast: 98; RPL19A-GFP yeast: 122; procasp3 activ: 3; CIT2-GFP yeast: 94

Results for Fc1cccc(/C=C2\CCCC3=C2NC(=S)NC3c2cccc(F)c2)c1 (configuration not stated) ?
AHR act: -2; MEP2-GFP yeast: 98; LAP4 TOR yeast: 110; procasp7 counter: -21; AGP1 TOR yeast: 107; RPL19A-GFP yeast: 99; procasp3 activ: -19; CIT2-GFP yeast: 99

Results for COc1cc(C(c2sc3nc(C)nn3c2O)N2CCC3(CC2)OCCO3)cc(OC)c1OC (configuration not stated) ?
AHR act: 0; MEP2-GFP yeast: 100; LAP4 TOR yeast: 95; procasp7 counter: 2; AGP1 TOR yeast: 103; RPL19A-GFP yeast: 98; procasp3 activ: 4; CIT2-GFP yeast: 96

What do the screens show for `COC(=O)c1sccc1NC(=O)Cc1ccc(OC)c(OC)c1`?
AHR act: 36; MEP2-GFP yeast: 107; LAP4 TOR yeast: 102; procasp7 counter: 8; AGP1 TOR yeast: 95; RPL19A-GFP yeast: 102; procasp3 activ: -4; CIT2-GFP yeast: 98

Results for O=C(Cn1cc(C(F)(F)F)ccc1=O)NCCc1ccc(Cl)cc1Cl ?
AHR act: 7; MEP2-GFP yeast: 100; LAP4 TOR yeast: 93; procasp7 counter: 3; AGP1 TOR yeast: 100; RPL19A-GFP yeast: 107; procasp3 activ: -13; CIT2-GFP yeast: 98

Arranged by heavy-atom count (descending): part of the list above
What do the screens show for `COc1cccc(CN2CCNC(=O)C2CC(=O)NC2Cc3ccccc3C2)c1` (configuration not stated)?
AHR act: 4; MEP2-GFP yeast: 106; LAP4 TOR yeast: 93; procasp7 counter: -5; AGP1 TOR yeast: 98; RPL19A-GFP yeast: 108; procasp3 activ: 5; CIT2-GFP yeast: 107

Results for Fc1cccc(/C=C2\CCCC3=C2NC(=S)NC3c2cccc(F)c2)c1 (configuration not stated) ?
AHR act: -2; MEP2-GFP yeast: 98; LAP4 TOR yeast: 110; procasp7 counter: -21; AGP1 TOR yeast: 107; RPL19A-GFP yeast: 99; procasp3 activ: -19; CIT2-GFP yeast: 99

What do the screens show for `COC(=O)c1sccc1NC(=O)Cc1ccc(OC)c(OC)c1`?
AHR act: 36; MEP2-GFP yeast: 107; LAP4 TOR yeast: 102; procasp7 counter: 8; AGP1 TOR yeast: 95; RPL19A-GFP yeast: 102; procasp3 activ: -4; CIT2-GFP yeast: 98

Results for S=C(NCc1ccccc1)NCc1ccccc1Cl ?
MEP2-GFP yeast: 99; LAP4 TOR yeast: 74; AGP1 TOR yeast: 90; RPL19A-GFP yeast: 103; CIT2-GFP yeast: 90

How did Cc1ccc(S(=O)(=O)/C=C2\NC(=O)CS2)cc1 do in these assays?
AHR act: 1; MEP2-GFP yeast: 110; LAP4 TOR yeast: 115; procasp7 counter: -16; AGP1 TOR yeast: 107; RPL19A-GFP yeast: 105; procasp3 activ: -27; CIT2-GFP yeast: 106
